# Screening results (PubChem BioAssay)
# AGP1-GFP MLPCN: modulators of TOR pathway AGP1-GFP in S. cerevisiae. S. cerevisiae AGP1-GFP multiplex flow cytometry, 3 h; GFP as percent of DMSO wells. GFP response vs DMSO, % at 10 µM. 320,000 tested, 0.02% active. AID 2066;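 active = GFP response relative to DMSO above a set limit, near screen average plus 3 SD, cut at about 150% in these data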;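 note: median GFP channel fluorescence of the gated AGP1 strain per well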
# AHR activator: activators of human aryl hydrocarbon receptor | AHR-responsive luciferase reporter cells, luminescence | activation, % at 5 µM | P35869 | 320,000 tested, 2.5% active; in the data active = activation above about 47%;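 note: 0% = vehicle wells and 100% = reference agonist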
# Target sequence (P35869 whole entry, looked up): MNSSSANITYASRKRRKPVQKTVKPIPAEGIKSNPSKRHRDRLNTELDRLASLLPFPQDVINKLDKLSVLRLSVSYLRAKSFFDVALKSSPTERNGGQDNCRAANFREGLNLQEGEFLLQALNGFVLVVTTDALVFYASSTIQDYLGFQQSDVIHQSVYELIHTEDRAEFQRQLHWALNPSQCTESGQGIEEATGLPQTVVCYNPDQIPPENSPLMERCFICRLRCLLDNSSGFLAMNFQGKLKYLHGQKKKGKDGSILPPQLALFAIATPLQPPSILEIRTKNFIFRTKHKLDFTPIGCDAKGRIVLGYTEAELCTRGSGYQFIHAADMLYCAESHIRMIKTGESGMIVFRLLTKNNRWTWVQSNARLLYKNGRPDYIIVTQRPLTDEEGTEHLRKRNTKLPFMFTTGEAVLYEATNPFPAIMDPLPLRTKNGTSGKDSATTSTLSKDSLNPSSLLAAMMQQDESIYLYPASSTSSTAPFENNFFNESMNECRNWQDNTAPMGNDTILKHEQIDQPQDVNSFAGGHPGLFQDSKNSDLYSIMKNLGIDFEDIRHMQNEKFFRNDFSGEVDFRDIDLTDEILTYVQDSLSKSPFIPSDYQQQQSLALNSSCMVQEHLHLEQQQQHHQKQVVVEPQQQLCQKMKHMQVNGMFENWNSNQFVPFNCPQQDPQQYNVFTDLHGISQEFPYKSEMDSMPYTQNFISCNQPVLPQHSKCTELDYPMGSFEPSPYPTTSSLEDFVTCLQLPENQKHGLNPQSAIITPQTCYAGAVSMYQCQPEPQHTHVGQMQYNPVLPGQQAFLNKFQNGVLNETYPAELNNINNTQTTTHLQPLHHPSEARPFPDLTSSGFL
# Efflux pump mplx: inhibitors of Candida antifungal efflux pumps expressed in yeast; AID 485275; S. cerevisiae Candida pump triplex, Nile Red efflux; 330,000 tested, 0.44% active; inhibition, % at 10 µM;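 active = plate passing quality check with inhibition over a set limit, or well fluorescence over plate mean plus 4 SD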;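 note: Nile Red retained in pooled yeast measured as flow cytometry median fluorescence; 0% = buffer negative control and 100% = Enniatin B positive control; higher means more Nile Red kept so more efflux inhibition; some compounds called inactive have numbers as strong as hits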
# Yeast superoxide: lowers age-related superoxide in aged yeast cells. S. cerevisiae aged cells, superoxide DHE fluorescence; stronger effect = lower value. 330,000 tested, 0.18% active. superoxide response (% of plate mean), % at 10 µM;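 active = superoxide response under a set limit, about three screen SD below normal, cut at about 65% in these data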;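 note: yeast aged for seven days with compound at 30 °C before DHE staining; 100% = average MFI of all compound-treated wells on the plate with controls excluded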
# RPL19A TOR yeast: yeast TOR pathway RPL19A-GFP modulation; S. cerevisiae RPL19A-GFP strain, flow cytometry, 3 h; stronger effect = lower value; percent response vs DMSO, % at 10 µM; 330,000 tested, 0.3% active;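 active = percent response vs DMSO below 50%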;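 note: median channel GFP fluorescence of the barcoded RPL19A-GFP strain; ratio of sample median GFP to plate DMSO average so 100% = DMSO; lower means less RPL19A-GFP as with rapamycin TOR inhibition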
# CIT2-GFP yeast: alters CIT2-GFP fluorescence in TOR pathway yeast screen; S. cerevisiae CIT2-GFP strain, flow cytometry, 3 h; 100 means same as DMSO wells; GFP response vs DMSO, % at 10 µM; 320,000 tested, 0.065% active; AID 2029;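 active = GFP response relative to DMSO above a set limit, near the screen mean plus 3 SD, cut at about 150% in these data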;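 note: ratio of well median GFP fluorescence to mean of DMSO wells on the plate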
# LAP4-GFP MLPCN: modulators of TOR pathway LAP4-GFP in S. cerevisiae. S. cerevisiae LAP4-GFP multiplex, flow cytometry GFP, 3 h; median GFP as percent of DMSO wells. GFP response vs DMSO, % at 10 µM. 320,000 tested, 0.34% active. AID 2023;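 active = GFP response vs DMSO above a set limit, about the screen mean plus 3 SD, cut at about 150% in these data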
# MEP2-GFP yeast: yeast TOR pathway MEP2-GFP modulation. S. cerevisiae MEP2-GFP strain, flow cytometry GFP, 3 h; 100% = DMSO control level. GFP response vs DMSO, % at 10 µM. 330,000 tested, 0.51% active. AID 2016;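 active = GFP response versus DMSO above a set limit, roughly screen mean plus 3 SD, cut at about 180% in these data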;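 note: median GFP fluorescence of the barcode-gated MEP2-GFP cells per well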
# The depositor's hits bear a star; nt = not tested or not shown.
SMILES,AGP1-GFP MLPCN,AHR activator,Efflux pump mplx,Yeast superoxide,RPL19A TOR yeast,CIT2-GFP yeast,LAP4-GFP MLPCN,MEP2-GFP yeast
O=C(CN(Cc1ccccc1)S(=O)(=O)c1cccc(C(F)(F)F)c1)NC1CCCCC1,108,1,-0.2,111,108,113,109,124
COc1ccc(NC(=O)CSc2nc3ccccc3c(=O)n2CCCN2CCCCC2)c(OC)c1,105,2,-0.2,109,98,89,98,100
Cc1ccc(NC(=O)COC(=O)c2ccco2)cc1C,93,1,0.1,87,98,96,104,110
C=CCc1ccc(OCCOCCOc2ccc(C)cc2[N+](=O)[O-])c(OC)c1,115,11,0.1,90,105,106,126,120
COc1ccc(C(NC=O)c2cc(OC)c(OC)cc2Br)cc1OC (configuration not stated),95,2,0.3,101,101,96,94,98
O=C(NNC(=O)c1cc(-c2cccc(Br)c2)nc2ccccc12)c1csc(N2CCOCC2)n1,98,16,0.0,90,105,105,105,104
CCOc1ccc(Cl)cc1S(=O)(=O)NC1CCCC1,107,0,0.0,101,103,nt,91,124
CN=c1sc(C(=O)Nc2ccccc2)c(C)n1C,93,72*,0.1,113,97,97,90,101
COc1ccc(/C=C(/NC(=O)c2ccco2)C(=O)N2CCOCC2)cc1,124,3,0.5,85,112,118,122,117
CNCC(O)CN(c1ccccc1)c1ccccc1 (configuration not stated),108,0,-0.1,102,104,107,105,106

# Part of the list above, set out differently:
canonical_smiles	AGP1-GFP MLPCN	AHR activator	Efflux pump mplx	Yeast superoxide	RPL19A TOR yeast	CIT2-GFP yeast	LAP4-GFP MLPCN	MEP2-GFP yeast
C=CCc1ccc(OCCOCCOc2ccc(C)cc2[N+](=O)[O-])c(OC)c1	115	11	0.1	90	105	106	126	120
COc1ccc(C(NC=O)c2cc(OC)c(OC)cc2Br)cc1OC (configuration not stated)	95	2	0.3	101	101	96	94	98
O=C(NNC(=O)c1cc(-c2cccc(Br)c2)nc2ccccc12)c1csc(N2CCOCC2)n1	98	16	0.0	90	105	105	105	104
CCOc1ccc(Cl)cc1S(=O)(=O)NC1CCCC1	107	0	0.0	101	103	nt	91	124

# Going on with the list.
SMILES,AGP1-GFP MLPCN,AHR activator,Efflux pump mplx,Yeast superoxide,RPL19A TOR yeast,CIT2-GFP yeast,LAP4-GFP MLPCN,MEP2-GFP yeast
CSc1ccccc1NC(=O)c1ccccc1,112,-1,0.0,97,106,109,99,105
NC(=O)c1ncc(C(F)(F)F)cc1Oc1ccc(C(F)(F)F)cc1,113,4,-0.2,99,111,113,113,116
CCCc1ccc(OCc2ccc(C(=O)N3CCN(c4ccccn4)CC3)o2)c(OC)c1,115,21,0.0,92,95,82,125,166
CC(C)N=Cc1c(O)[nH]c2ccccc12,97,5,0.0,92,96,96,106,103
Nc1nc2ccccc2n1CCOc1ccc(Br)cc1,90,4,0.3,83,97,96,87,95
Cc1ccc(S(=O)(=O)C(CNC(=O)C(C)C)c2cccs2)cc1 (configuration not stated),93,3,-0.3,90,95,98,87,101
COc1ccc(N2C(=O)CS/C2=C\[N+](=O)[O-])cc1,101,-2,-0.1,113,96,98,99,101
Cc1ccc2[nH]c(=O)c(C(c3nnnn3C3CCCC3)N3CCCc4ccccc43)cc2c1 (configuration not stated),100,12,-0.1,107,99,91,98,100
Cc1ccc(Nc2ncc3c(n2)CC(C)CC3=O)c(C)c1 (configuration not stated),104,13,-0.1,85,94,89,103,92
CC(NCc1cccs1)c1ccccc1 (configuration not stated),104,-2,0.0,116,102,103,95,102
O=C(COC(=O)C1COc2ccccc2O1)Nc1cccc(S(=O)(=O)N2CCCCC2)c1 (configuration not stated),94,-1,-0.2,112,98,93,96,99
Oc1ccc(C2N=C(c3ccccc3)NC(c3ccccc3)=N2)cc1,106,6,-0.1,99,107,114,96,111
CN(CC(=O)Nc1cc([N+](=O)[O-])ccc1Cl)Cc1ccc(Br)cc1,102,24,0.1,86,101,105,94,111
COc1cc(Cl)c(S(=O)(=O)N2CCN(Cc3ccc4c(c3)OCO4)CC2)cc1Cl,106,10,-0.3,96,104,111,99,99
Cc1cccn2c(=O)c3cc(C(=O)N4CC(C)CC(C)C4)sc3nc12 (configuration not stated),68,13,0.1,111,82,88,92,78
Cc1c(C(=O)OC(C)C(=O)N(C)Cc2ccccc2)oc2ccccc12 (configuration not stated),108,4,-0.1,97,99,89,107,106
O=C(CNC(=O)c1cccs1)NCC(=O)OCc1ccc(F)cc1,101,2,-0.1,82,102,109,92,105
O=S1(=O)CCO[C@H]2Cc3ccccc3[C@H]2N1Cc1ccccc1,69,2,0.3,97,88,58,123,82
C#CCOCCOCCOCCNc1nc(N2CCOCC2)nc(N2CCN(C(=O)[C@H](CCC(=O)O)n3cc([C@@H](N)CCCCN)nn3)CC2)n1,93,0,0.3,103,90,85,93,97
CC(C)S(=O)(=O)N1CCN(c2ccnc3cc(Cl)ccc23)CC1,99,-3,-0.1,87,91,94,100,92
COc1cc(C(=O)O)ccc1Cl,104,2,-0.1,103,101,99,97,104
Cc1ccc(S(=O)(=O)C2(C(=O)N3CCCC(C)C3)CC2)cc1 (configuration not stated),103,-2,0.1,98,99,99,101,99
COc1ccccc1-n1c(SCC(N)=O)nc2c(c1=O)SCC2,98,3,0.1,95,94,95,94,91
N#CCC(=O)Nc1nc(-c2ccc3c(c2)OCCO3)cs1,104,14,0.0,107,100,98,103,100
COCC(=O)NCc1ccc2c(c1)cc(C)n2C,100,5,0.1,92,108,111,97,109
COc1ccc(/C=C/C(=O)OCC(=O)Nc2cccc(S(=O)(=O)NC3=NCCCCC3)c2)cc1,97,0,0.2,99,96,102,90,97
COC(=O)N=Nc1c(O)[nH]c2ccc(Br)cc12,99,70*,-0.1,89,100,106,100,100
COc1cc(OC)cc(C(=O)NCC(=O)NCC(c2ccco2)N2CCCCC2)c1 (configuration not stated),96,1,0.1,83,99,90,113,100
O=C(c1ccco1)N1CCN(C(=O)c2cnn3c(C(F)(F)F)cc(-c4cccs4)nc23)CC1,86,-1,-0.1,91,115,85,79,95
Cn1c(=O)cc(-c2ccccc2)c2ccccc21,79,-1,0.3,110,89,75,103,89
O=C(CC(CC(=O)c1ccc(Br)cc1)c1cccnc1)c1ccc(Br)cc1,100,1,-0.1,98,93,104,105,91
CN1CCN(c2cc(N3CCN(C(=O)c4ccco4)CC3)c3c4c(onc24)-c2ccccc2C3=O)CC1,98,7,0.0,191,96,99,88,100
Cc1ccc2nc3c(cc(C(=O)NCCc4ccccc4)c(=N)n3CCCN3CCOCC3)c(=O)n2c1,86,0,-0.6,100,92,97,94,128
CCSc1nnc(NC(=O)Cc2cc(OC)c(OC)c(OC)c2)s1,94,0,0.0,102,108,106,108,106
Cc1cc(C)nc(-n2ncc(C#N)c2N)n1,99,19,-0.1,102,99,98,91,100
COc1ccc(-c2cc(=O)oc3c(O)c(O)ccc23)cc1,99,4,-0.1,92,98,98,104,98
O=C(Cc1cccs1)N(CC1CCCO1)C1(C(=O)NC2CCCC2)CCCCC1 (configuration not stated),106,0,0.1,103,95,101,106,99
CCOC(=O)N1CCN(C(=O)CSC2=NS(=O)(=O)c3cc(F)ccc3N2)CC1,112,-1,0.0,118,101,96,108,101
O=C(CSCc1ccccc1)N1CCN(c2cccc(C(F)(F)F)c2)CC1,88,-3,-0.2,104,90,95,88,92
C=CCNC(=S)NNc1ncnc2sc3c(c12)CC(C)(C)OC3,97,4,0.0,87,94,101,99,97
CCOc1ccc(C(=O)NCC(=O)OCC(=O)N2CCCC2)cc1,96,-1,0.0,96,92,89,100,90
CCN(CC)C(=O)CSc1nnc(-c2ccc(F)cc2)n1N,87,6,-0.1,104,92,101,91,83
COc1cc(NC(=O)Cn2nc(C(F)(F)F)c(Br)c2C)cc([N+](=O)[O-])c1,104,12,0.1,110,107,97,108,109
O=C(N/N=C/c1c(F)cccc1Cl)C(=O)N1CCCCCC1,97,-1,0.0,102,101,100,99,101
Nc1nc2ncc(C(=O)c3cc(Cl)cc(Cl)c3O)cc2s1,102,1,-0.1,102,101,104,99,102
c1ccc(C2=NCCCN2)cc1,98,3,0.1,98,98,96,97,95
COc1ccc(-c2cc(C(F)(F)F)nc(SCCC(=O)Nc3cc(C)on3)n2)cc1,100,0,-0.1,104,96,99,96,100
Cc1ccc(N(CC(=O)NCc2ccc(F)cc2)S(=O)(=O)c2c(C)nn(C)c2C)cc1,100,3,0.0,93,96,108,93,98
COC(=O)C(C)N(C#N)c1nc(C)nc(C)n1 (configuration not stated),104,5,0.0,94,101,106,99,102
CCCn1c(N)c(C(=O)CSc2nc(C)cs2)c(=O)[nH]c1=O,107,4,-0.1,95,108,108,111,111
# (more compounds)
SMILES,AGP1-GFP MLPCN,AHR activator,Efflux pump mplx,Yeast superoxide,RPL19A TOR yeast,CIT2-GFP yeast,LAP4-GFP MLPCN,MEP2-GFP yeast
O=C(/C=C/c1ccc(OC2CSC2)cc1)c1ccc(Cl)cc1,92,4,0.2,63*,99,94,92,97
CCOC(=O)CNC(=O)C1CCCN(c2ncccn2)C1 (configuration not stated),100,2,0.2,126,101,96,103,97
O=C(CN1C(=O)c2cccc3cccc(c23)C1=O)N1CCN(c2ccccn2)CC1,91,2,0.0,78,98,104,80,97
CN(Cc1cc2cc(F)ccc2[nH]1)Cc1nc(-c2cnccn2)no1,105,9,-0.1,98,98,100,106,99
Cn1c2ccccc2c(=O)c2cc(C#Cc3ccsc3)ccc21,104,27,-0.1,107,98,98,100,104
COc1cc(CO)cc(-c2cc(CO)cc(OC)c2OC)c1OC,89,1,-0.2,93,88,95,94,96
COc1ccc(Cc2nnc(SCC(=O)Nc3ccc(C)cc3)n(N)c2=O)cc1,105,26,-0.1,103,95,100,106,102
CCN1C(=O)N(CN2CCOCC2)C2C1N(CN1CCOCC1)C(=O)N2CC (configuration not stated),95,-1,-0.1,104,99,95,98,99
CC(C)c1nnc(NC(=O)c2nc(S(=O)(=O)Cc3ccccc3)ncc2Cl)s1,101,-3,-0.1,104,111,139,103,114
CCn1cc(C=O)c2cc(S(=O)(=O)N3CCOCC3)ccc21,115,2,-0.3,100,112,109,109,108
NC(=O)C1CCN(c2oc(-c3cccs3)nc2S(=O)(=O)c2ccc(Cl)cc2)CC1,97,1,0.1,112,97,94,104,103
Cc1ccc(S(=O)(=O)NCC(=O)OCC(=O)c2ccc(Cl)s2)cc1,97,-1,3.5,101,106,102,89,105
COC(=O)c1ccc2c(=O)n(CCCCCC(=O)N3CCN(c4ccc(F)cc4)CC3)c(=O)[nH]c2c1,95,2,0.2,103,95,98,99,101
O=C(CSc1nnc(-c2ccco2)n1Cc1ccccc1)NC(=O)NCc1ccccc1,99,3,0.2,105,93,92,93,101
CCOC(=O)c1oc2ccccc2c1NC(=O)C(C)(C)C,89,4,0.1,132,86,79,104,84
COc1cc(/C=C/C(=O)NCCn2c(C)cc3ccccc32)cc(OC)c1OC,94,19,0.0,88,92,88,97,94
CCCCN(C(=O)NC(=O)Nc1ccccc1C)S(C)(=O)=O,98,22,-0.1,102,99,106,103,97
CCNc1nc(=S)nc(NC(C)C)[nH]1,103,-1,-0.3,102,103,98,102,106
O=C(Nc1ccsc1C(=O)N1CCCCCC1)c1ccccc1,88,-2,0.0,92,92,90,97,97
CC(C)(C)c1ccc(C(=O)N2CCN(C(=O)c3cccs3)CC2)cc1,95,-2,0.2,110,101,93,92,96
Cc1ccc(OCc2cc(C(=O)NCC(C)(C)N3CCOCC3)no2)cc1C,93,23,1.5,66,103,99,98,98
Cc1cccc(C(=O)O)c1NC(=O)Cc1cccc2ccccc12,106,2,0.0,100,109,107,96,109
CSc1nc(SCC(=O)NC(c2ccccc2)c2ccccc2)c2c3c(sc2n1)CN(C)CC3,95,0,0.2,104,91,93,94,92
Cc1[nH]nc2c1C(CCc1ccccc1)C(C#N)=C(N)O2 (configuration not stated),94,8,0.0,120,99,97,102,102
O=C(c1ccc(C(F)(F)F)cc1)C1CCCN(Cc2cccn2-c2ncccn2)C1 (configuration not stated),102,3,-0.1,89,105,97,96,104
